UHRF1 MBD2 ctr = human UHRF1 methylated DNA binding inhibitors; Q96T88; UHRF1 binding to methylated oligo, TR-FRET; inhibition, % at 4.4 µM; 0.75% of 370,000 active; AID 687016; in the data active = inhibition above about 21%;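 also: UHRF1 SRA domain binding a hemimethylated CpG hairpin DNA probe; 0% = median of test compound wells and 100% = reference inhibitor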
TCR-CD3 inh = blocks the human TCR-CD3 interaction. TAMRA-labeled TCR probe fluorescence, biochemical. inhibition, % at 9.4 µM. 0.37% of 360,000 active; in the data active = inhibition above about 19%;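 also: recombinant mutant TCR 2C K166C tagged with TAMRA read by polarization; 0% = receptor in buffer alone and 100% = receptor with positive control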
HTRA1 inh = blocks human HTRA1 serine peptidase. Q92743. recombinant HTRA1, FP-rhodamine activity-based probe, fluorescence polarization. inhibition, % at 5.96 µM. 0.5% of 340,000 active. AID 504803; in the data active = inhibition above about 36%;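 also: 0% = enzyme with DMSO and 100% = wells lacking enzyme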
mABHD4 FP = ABHD4 (mouse) inhibition, primary FP screen | inhibition, % at 8.92 µM | AID 720543 | Q8VD66 | 0.54% of 370,000 active | purified mABHD4, FP-Rh probe fluorescence polarization;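 active = inhibition exceeding the mean over every tested compound plus 3 SD, cut at about 30% in these data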;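 also: 0% = plate median of compound wells and 100% = S159A mutant with DMSO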
Target sequence (Q8VD66 whole entry, looked up): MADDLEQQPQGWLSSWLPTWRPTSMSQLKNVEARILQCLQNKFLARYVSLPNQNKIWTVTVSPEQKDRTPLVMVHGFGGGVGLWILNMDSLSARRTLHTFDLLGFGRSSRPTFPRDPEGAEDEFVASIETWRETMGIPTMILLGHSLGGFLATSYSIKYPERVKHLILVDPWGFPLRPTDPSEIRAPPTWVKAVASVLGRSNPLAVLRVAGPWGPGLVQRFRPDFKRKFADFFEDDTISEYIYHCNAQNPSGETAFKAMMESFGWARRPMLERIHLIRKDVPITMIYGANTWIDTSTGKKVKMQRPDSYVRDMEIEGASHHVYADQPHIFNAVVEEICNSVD
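Test system: mouse ABHD4 enzyme, wild type. Reagent: FP-Rh fluorescent activity-based probe, added after compound pre-incubation. Timing: pre-incubation 45 min, probe exposure 60 min, at 25 °C. Technique: FP readout, ex 525 nm / em 598 nm. Benchmarks: high control S159A mutant with DMSO, low control median of compound wells.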
SIAE inh = human SIAE inhibition, primary screen; inhibition, % at 9.66 µM; 0.69% of 370,000 active; Q9HAT2; AID 1053197; SIAE FP-Rh probe binding, fluorescence polarization;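 active = inhibition above a cutoff: mean of compounds within the control limits plus 3 SD of those, cut at about 17% in these data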;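 also: 0% = plate median of compound wells and 100% = probe without SIAE protein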
Target sequence (Q9HAT2 whole entry, looked up): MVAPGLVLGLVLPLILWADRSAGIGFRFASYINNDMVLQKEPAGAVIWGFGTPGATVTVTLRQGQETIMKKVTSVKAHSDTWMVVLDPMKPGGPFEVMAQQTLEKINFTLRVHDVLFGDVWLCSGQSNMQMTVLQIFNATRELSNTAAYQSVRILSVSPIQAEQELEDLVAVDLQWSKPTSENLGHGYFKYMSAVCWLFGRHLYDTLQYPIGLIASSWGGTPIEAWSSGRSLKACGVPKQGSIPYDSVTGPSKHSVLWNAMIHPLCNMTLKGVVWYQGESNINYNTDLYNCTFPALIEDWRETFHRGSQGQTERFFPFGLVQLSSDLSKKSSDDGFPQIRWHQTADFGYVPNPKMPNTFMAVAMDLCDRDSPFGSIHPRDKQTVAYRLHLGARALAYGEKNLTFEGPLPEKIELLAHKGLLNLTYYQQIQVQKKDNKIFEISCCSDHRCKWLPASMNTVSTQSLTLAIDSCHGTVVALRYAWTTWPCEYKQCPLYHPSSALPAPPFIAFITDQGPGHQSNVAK
LEDGF integ inh = blocks HIV-1 LEDGF/p75-dependent DNA integration. TR-FRET IN-LEDGF/p75 DNA integration, Eu/Cy5. inhibition, % at 3.7 µM. 0.64% of 370,000 active;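 active = inhibition above the screen-wide mean plus 3 SD, cut at about 13% in these data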;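 also: signal is the Cy5 over europium emission ratio at 671 and 618 nm; 0% = plate median of compound wells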
PRMT1 FP inh = PRMT1 (human) inhibition, primary screen; recombinant PRMT1, activity-based probe fluorescence polarization; 1.3% of 370,000 active; inhibition, % at 2.79 µM; AID 652257;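 active = inhibition above about 21% made by adding two undisclosed values, limit read from the data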
PG9 binder = binds the HIV-1 gp120 antibody PG9; inhibition, % at 6.7 µM; TR-FRET gp120-PG9 antibody binding; 0.43% of 360,000 active; in the data active = inhibition above about 8.5%
TDP2 absorb = blocks human TDP2 phosphodiesterase activity; O95551; recombinant TDP2, T5PNP hydrolysis, p-nitrophenol absorbance 415 nm; inhibition, % at 12.8 µM; 0.34% of 370,000 active;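 active = inhibition above the mean of all tested compounds plus 3 SD, set per campaign, cut at about 25% in these data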;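 also: 0% = DMSO with enzyme and 100% = buffer with substrate but no TDP2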
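Assay system: recombinant human TDP2 / Reagent: T5PNP substrate at 5 mM, a TopII-DNA adduct mimic / Measured by: epi absorbance from released p-nitrophenol / Evaluation: % inhibition relative to enzyme-containing and enzyme-free wells / Control set: enzyme-free and DMSO wells / Replicates: each compound tested once, singlicate / Schedule: enzyme reaction with compound for 2 h at 37 °C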
Tn7 DDE FP = inhibitors of Tn7 peptide binding to human fibrin DD(E). AID 720508. P02675. 0.13% of 370,000 active. inhibition, % at 8.3 µM. FP displacement of FITC-Tn7 peptide from fibrin DD(E); 0% = median of compound wells per plate;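 active = inhibition above the mean of compounds falling within the control limits plus 3 SD of them, cut at about 14% in these data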;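 also: 0% = plate median of compound wells and 100% = 10 µM Aha-Tn7 peptide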
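Test system – human fibrin DD(E) · Times – 10 min preincubation, 3 h with tracer, room temperature · Detection – fluorescence polarization of the labelled Tn7 tracer · Measure – percent inhibition normalized to high-control wells · Benchmarks – high control wells with 10 µM unlabelled Aha-Tn7 peptide (full inhibition) · Repeats – singlicate testing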
* hit, by the source's call; x = no result given.

SMILES	UHRF1 MBD2 ctr	TCR-CD3 inh	HTRA1 inh	mABHD4 FP	SIAE inh	LEDGF integ inh	PRMT1 FP inh	PG9 binder	TDP2 absorb	Tn7 DDE FP
COc1cccc(NC(=O)CSc2nc3ccccc3c3nc4ccccc4n23)c1	-2	4	-3	6	0	1	-1	0.1	6	2
COCc1[nH][nH]c(=O)c1C=Nc1ccc(Oc2ccccc2)cc1	-7	4	-6	5	-1	-1	3	-1.0	-3	-5
COc1cc2c(cc1NC(=O)CSc1nnc(-c3ccccn3)n1-c1ccccc1)oc1ccccc12	0	x	x	4	1	4	0	x	-3	-3
CSCc1nc2scc(-c3ccccc3)c2c(=O)[nH]1	1	-14	-21	-8	-13	-2	7	0.1	-3	3
COc1ccc(/C=N\NS(=O)(=O)c2ccc(C)cc2)cc1COc1ccccc1[N+](=O)[O-]	-1	5	-13	2	14	0	2	-0.9	5	4
CCN(CC)CCOC(=O)c1ccc(NC(=O)c2ccc(Cl)c(S(=O)(=O)N3CCCCCC3)c2)cc1	0	-5	-22	-29	-8	0	-3	-0.3	0	1
COc1cccc(Nc2nnc(SCC(=O)N3CCOCC3)s2)c1	12	1	3	-2	1	1	0	-1.3	1	3
CCN1C(=O)/C(=C\c2cn(-c3ccccc3)nc2-c2cccnc2)SC1=S	-2	4	-11	1	3	1	1	0.0	8	-3
N#Cc1c(Nc2ccc(F)cc2)sc(C(=O)c2ccc(F)cc2)c1N	-6	5	-2	4	-4	1	0	-2.3	6	-2
O=C(O)c1cc(S(=O)(=O)N2CCN(c3ccccn3)CC2)ccc1Cl	0	3	6	2	0	1	-1	-1.1	14	0
O=S(=O)(c1ccccc1)N(CC(O)CN1CCCCC1)c1ccccc1 (centres undefined)	15	2	3	4	1	1	-1	0.3	5	4
COC(=O)c1ccc(OC(C)C(=O)c2ccc(C)cc2)cc1 (centres undefined)	4	-3	-5	7	-1	-3	1	-0.6	4	0
C(=N\n1cnnc1)/c1ccccc1OCCOc1ccccc1	2	5	-1	4	5	0	2	2.6	-7	-7
Cc1ccc(-n2ncc3c(=O)n(CC(=O)NCC4CCCO4)cnc32)cc1 (centres undefined)	3	-1	0	-2	-2	-3	2	-0.2	-8	8
Cc1c(NS(=O)(=O)c2cc(C(=O)NCCc3ccc(F)cc3)cc(Cl)c2Cl)c(=O)n(-c2ccccc2)n1C	-2	0	-1	-6	10	4	-3	-1.6	2	-4
Cc1ccccc1NC(=O)CCS(=O)(=O)c1ccccc1	0	x	x	1	-2	-3	0	x	-2	-3
COc1ccc(C(c2nnnn2Cc2cccs2)N2CCN(c3ccccc3F)CC2)cc1 (centres undefined)	1	9	-2	-3	-1	-4	-2	-1.2	-6	1
CCOC(=O)c1c(CN2CCN(c3ccccc3)CC2)oc2ccc(O)cc12	4	-11	-1	-8	2	-1	6	2.1	-7	1
O=C(CSc1nccc(=O)[nH]1)Nc1ccc(N2CCOCC2)cc1	-4	4	1	2	8	6	-5	-2.6	17	-7
CN1CC=C(c2ccccc2)N(c2ccccc2)C1=O	-1	x	x	-1	12	3	-2	x	-1	10
COc1ccc(NC(=O)CC2SC(=NCc3ccccc3OC)NC2=O)cc1 (centres undefined)	-1	3	4	1	0	4	-2	1.4	5	5
CC(=O)Nc1ccc(C(=O)N(C2=NC(C)CS2)c2ccc(Cl)cc2)cc1 (centres undefined)	2	0	-17	0	-8	3	-4	-3.1	9	0
CSCCC(NC(=O)c1ccccc1)C(=O)NCCc1ccc2c(c1)OCCO2 (centres undefined)	1	-5	-3	0	-4	0	-2	2.4	-4	-9
CC1(C)NC(=O)N(CC(=O)N2CCN(c3cccc(C(F)(F)F)c3)CC2)C1=O	1	1	-2	1	-1	-3	3	-1.1	-9	-1
COCC(=O)NCCSc1c(C)[nH]c2ccccc12	0	6	-9	6	3	0	3	-1.3	5	3
Cc1ccc(N(CC(=O)N/N=C/c2cc(C)n(-c3ccccc3C)c2C)S(C)(=O)=O)cc1	-1	7	-1	-1	2	3	1	-3.1	-8	-1
Cc1nc(SCC(=O)N2CCN(c3ccccc3)CC2)c2oc3ccccc3c2n1	4	-5	7	6	-5	3	2	-3.1	0	-3
O=C(CSc1nnc(Cc2cccs2)n1Cc1ccco1)Nc1cc(Cl)cc(Cl)c1	0	-5	-57	-25	-26	-1	4	0.2	-5	-6
CCN1C(=O)[C@H]2[C@@H](c3ccc(C)cc3)N3C(=O)N(c4cccc(F)c4)C(=O)[C@@]3(Cc3ccc(Cl)cc3)[C@H]2C1=O	-1	7	-2	-15	-6	-1	1	-0.9	4	-5
O=C(Nc1cccc(S(=O)(=O)N2CCOCC2)c1)c1ccccc1[N+](=O)[O-]	3	6	-5	-3	-5	0	-3	-0.8	7	6
CCCN1CCN(CC(=O)Nc2cc(OCC)ccc2OCC)CC1	-1	5	-1	9	4	5	-10	-0.3	16	2
O=C(CSc1ncccn1)N1CCCCCC1	1	4	16	0	-5	3	0	-2.6	-3	0
CC1(C)C2CCC1(C)C(OCC[N+](C)(C)CC(=O)OC1CCCCC1)C2 (centres undefined)	2	5	4	7	-1	1	-1	-0.5	-6	7
COc1ccc(NC(=O)Nc2cccc(C(=O)N3CCOCC3)c2)cc1OC	3	-2	6	3	0	-4	0	0.1	-22	-8
CC1CCCN(CCCNC(=O)c2coc3nc4ccccc4nc23)C1 (centres undefined)	-1	-3	13	-12	-1	2	0	1.8	-3	3
NC(=O)c1ccccc1O	-2	-5	1	6	5	-1	-6	-1.1	5	-2
Cc1cc(C)n(-c2ccc(-n3ccnc3)nn2)n1	0	3	7	1	0	-5	0	0.4	0	2
Cc1cc(OC(F)F)ccc1NC(=O)Nc1ccc2c(c1)OCO2	0	-8	-2	5	-4	-3	3	-0.8	-1	9
CCOC(=O)CNC(=O)C1c2cc(OC)c(OC)cc2C(=O)N(C)C1c1ccccc1F (centres undefined)	9	-6	2	-15	-7	-1	0	0.8	-19	2
O=C1CC(C(=O)Nc2ccc(Cl)cc2[N+](=O)[O-])C2(CCCCC2)O1 (centres undefined)	-2	3	-1	2	-7	0	0	-1.1	-1	-8

Given comma-delimited: entries from further up
compound,UHRF1 MBD2 ctr,TCR-CD3 inh,HTRA1 inh,mABHD4 FP,SIAE inh,LEDGF integ inh,PRMT1 FP inh,PG9 binder,TDP2 absorb,Tn7 DDE FP
CC1(C)NC(=O)N(CC(=O)N2CCN(c3cccc(C(F)(F)F)c3)CC2)C1=O,1,1,-2,1,-1,-3,3,-1.1,-9,-1
COc1ccc(NC(=O)CC2SC(=NCc3ccccc3OC)NC2=O)cc1 (centres undefined),-1,3,4,1,0,4,-2,1.4,5,5
CCN1C(=O)[C@H]2[C@@H](c3ccc(C)cc3)N3C(=O)N(c4cccc(F)c4)C(=O)[C@@]3(Cc3ccc(Cl)cc3)[C@H]2C1=O,-1,7,-2,-15,-6,-1,1,-0.9,4,-5

Following part
SMILES	UHRF1 MBD2 ctr	TCR-CD3 inh	HTRA1 inh	mABHD4 FP	SIAE inh	LEDGF integ inh	PRMT1 FP inh	PG9 binder	TDP2 absorb	Tn7 DDE FP
CC/C(=N\NC(=O)C1CCCC1)c1cccc(Br)c1	1	4	-1	4	-1	0	0	-1.7	5	2
COc1ccc(/C=N/NC(=O)c2cccc([N+](=O)[O-])c2)c2ccccc12	-1	6	-6	0	-1	3	6	-0.5	-9	-3
N#CC1=C(N)C(C#N)(C#N)C2(C(=O)Nc3ccccc32)C2CCCC=C12 (centres undefined)	0	-8	3	11	3	-2	14	-0.7	-2	-1
CC(=O)Nc1ccc(OCc2nnc(-c3ccccc3)o2)cc1	1	1	-4	1	0	-6	1	0.1	9	-2
O=C(COC(=O)/C=C/c1cccs1)Nc1nc(-c2cccc(Br)c2)cs1	-2	-1	-5	9	30*	-3	2	-0.5	11	5
O=C(CNC(=O)c1ccco1)Nc1ccc(Br)cc1	-2	4	2	3	-9	0	2	-1.2	8	4
COC(=O)[C@@]1(Cc2ccc(F)cc2)[C@H]2c3cc(C(=O)N4CCCC4)n(Cc4ccc(C(F)(F)F)nc4)c3C[C@H]2CN1C(=O)c1ccccc1	1	3	x	-8	17*	4	0	-5.0	-8	-9
CCCN1C2CCCC1CC(NC(=O)c1cccc(OC)c1)C2 (centres undefined)	-2	9	6	-5	7	1	0	-1.7	3	1
NS(=O)(=O)c1cccc(NC(=O)COC(=O)c2ccc(S(=O)(=O)N3CCOCC3)cc2)c1	0	1	-5	3	-5	2	-1	-1.0	-4	-6
CC(=O)C1=C(O)C(=O)N(c2ccc(O)cc2)C1c1ccc(F)cc1 (centres undefined)	-4	3	-1	-2	4	-4	0	-0.5	5	4
O=C(COc1ccc(Cl)cc1)Nc1ccc2oc(-c3ccncc3)nc2c1	6	-4	4	-2	-6	1	-1	-11	-7	-4
COc1ccc(CNC(=O)c2ccc[nH]2)cc1Cl	0	-1	-4	-2	0	1	2	-0.6	8	-4
O=C(O)c1ccc(S(=O)(=O)Nc2cccc(CP(=O)(c3ccccc3)c3ccccc3)c2)cc1	1	5	2	10	-11	2	1	-2.7	-10	0
CCN(CC(=O)Nc1c(F)cccc1F)C(=O)C1CCN(C(=O)c2ccc(F)cc2)CC1	2	-3	-1	-9	3	2	3	0.5	-9	8
Cc1ccc(CNC(=O)CCS(=O)(=O)c2ccc3c(c2)NC(=O)CO3)cc1	-3	6	-1	3	-1	1	4	-0.4	7	1
CCOC(=O)C1=C(C)Nc2nc(SCc3cccnc3)nn2C1c1ccc(OC)cc1 (centres undefined)	3	-12	-8	3	0	-5	4	-2.1	3	-2
CCc1nc2ccccc2c(NC(=O)CN2CCC(C)CC2)c1C	-1	-3	5	18	4	2	-1	3.3	2	2
O=C(Cn1cnc2c(nnn2Cc2ccc(F)cc2)c1=O)NCc1ccc2c(c1)OCO2	22*	6	3	0	6	2	-1	-0.5	-3	-2
CCOc1cc(OCC)cc(C(=O)N2CCC[C@H]2C(=O)N2CCC[C@H]2C(=O)NCc2ccc(F)cc2F)c1	19	0	x	-1	4	1	0	0.2	-1	-2
O=S(=O)(Cc1ccccc1)N1CCN(Cc2ccc3c(c2)OCO3)CC1	3	-6	-3	-3	-2	1	2	1.3	0	-1
CC12CCC(=O)N1C(C(=O)NNC(=O)c1ccc(Br)cc1)CS2 (centres undefined)	2	-1	3	-2	2	-3	3	0.5	-3	5
CC(C)Cc1nc2ccc(N)cc2[nH]1	-2	3	-13	1	-1	-6	-2	-1.0	1	-2
CC(=O)c1c(Nc2ccc3c(c2)OCCO3)oc(C)cc1=O	-1	-3	2	5	9	-1	-3	-0.2	-2	5
Cc1ccc(NC(=O)CN(C)CC(=O)Nc2ccc3c(c2)OCO3)cc1	1	-8	-1	-4	4	3	-7	0.4	-8	10
COc1ccc(OC)c(NC(=O)CSc2ncccn2)c1	-3	2	0	2	-1	4	0	0.5	-4	-8

Assay outcomes as filed in PubChem.
